KOR beta-arrestin-1 – kappa opioid receptor activators – cell-based, luminescence, uHTS, primary screen (AID 1777); KOR beta-arrestin recruitment, luminescence; higher % means a stronger effect; activation, % at 10 µM; hits with a dose series show EC50 in µM; 280,000 compounds, 0.02% hits; in the data active = activation above about 50%, passing the limit was not always enough; also: a part of the inactive calls stands beside numbers as strong as those of hits
GPR55 activation – selective activators of receptor GPR55 – imaging, U2OS cells, beta-arrestin-GFP redistribution, primary screen (AID 1961); U2OS GPR55 beta-arrestin-GFP redistribution imaging; higher % means a stronger effect; activation, % at 10 µM; hits with a dose series show EC50 in µM; 290,000 compounds, 0.048% hits;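 active = activation above 40% with more than 50 cells counted in the well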;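 also: U2OS osteosarcoma cells stably expressing GPR55 and beta-arrestin-GFP; plate controls were DMSO negative control for no effect and LPI positive control for full effect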
HIV fusion peptide – inhibitors of HIV fusion peptide binding, primary screen, biochemical, uHTS, fluorescence dequenching (AID 1986). cell-free peptide binding, fluorescence dequenching, 30 min; higher % means a stronger effect. inhibition, % at 20 µM; hits with a dose series show IC50 in µM. 290,000 compounds, 0.3% hits; in the data active = inhibition mostly above about 52%, no sharp cut-off; inactive = mostly below about 76%; also: some results filed as inactive read as strong as hits
NOD2 inhibition – NOD2 signaling inhibitors, cell-based, luminescence, uHTS, HEK293 (AID 1566) | HEK293 NOD2/NF-kB luciferase reporter, luminescence; higher % means a stronger effect | inhibition, % at 4 µM, or EC50 in µM where a hit was titrated | 290,000 compounds, 0.63% hits; also: many of its hits are not listed in these tables
SV40 large T antigen – SV40 large T antigen inhibitors, biochemical (AID 1903); one-dose inhibition, % at 20 µM; IC50 in µM for titrated hits; 310,000 compounds, 0.39% hits; SV40 large T antigen ATPase/helicase inhibition assay; higher % means a stronger effect; in the data active = a potency from the dose series; also: strong numbers were not always called active
KOR beta-arrestin-2 – KOR antagonists, beta-arrestin recruitment, cell-based, luminescence, uHTS (AID 1778) | KOR beta-arrestin recruitment, luminescence, antagonist mode; higher % means a stronger effect | inhibition, % at 10 µM; hits with a dose series show IC50 in µM | 290,000 compounds, 0.091% hits; also: strong numbers were not always called active
NOD1 inhibition – inhibition of NOD1-driven NF-kB reporter – cell-based, luminescence, uHTS, primary screen (AID 1578); NOD1-driven NF-kB luciferase reporter cells, luminescence; higher % means a stronger effect; inhibition, % at 4 µM; hits with a dose series show EC50 in µM; 290,000 compounds, 1% hits; in the data active = inhibition mostly above about 36%, no sharp cut-off; inactive = mostly below about 34%;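 also: HEK-293T reporter cells stimulated with the NOD1 agonist gamma-tri-DAP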
GPR55 antagonists – GPR55 antagonists blocking LPI-driven arrestin recruitment, primary screen, imaging, U2OS, beta-arrestin-GFP, LPI agonist (AID 2013) | 290,000 compounds, 0.13% hits | U2OS GPR55 beta-arrestin-GFP translocation imaging, LPI antagonism; higher % means a stronger effect | inhibition, % at 10 µM, or IC50 in µM where a hit was titrated;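 active = spots per cell inhibited over 60%, with over 100 cells counted and total cytoplasm intensity under 500,000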;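 also: U2OS cells stably carrying GPR55 and arrestin-GFP stimulated by 5 µM LPI near EC80; imaged beta-arrestin-GFP aggregate spots per cell after agonist stimulation; plate controls were LPI-stimulated DMSO wells for no effect and DMSO wells without LPI for full effect; some results filed as inactive read as strong as hits; confirmed hits need IC50 under 10 µM and bright autofluorescent wells are also inconclusive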
MgcRacGAP inhibition – MgcRacGAP GTPase-activating activity inhibitors, confirmation, biochemical, ADP Hunter fluorescence; inhibition, % at 30 µM, or IC50 in µM where a hit was titrated; 340,000 compounds, 0.6% hits; MgcRacGAP-stimulated Rac1 GTP hydrolysis, ADP Hunter fluorescence; higher % means a stronger effect; GST-tagged Rac1 F28L mutant substrate; AID 624330;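 active = first-screen hits whose inhibition reached a set limit at any dose in the follow-up dose series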;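 also: fluorescence reports GDP produced by GAP-driven GTP hydrolysis; strong numbers were not always called active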
The depositor's hits bear a star; x = no result given; [ ] = dose if it differs, or a comment. Rule as the data show it, unless noted: active = inhibition above about 50%; inactive = the rest.

mol | KOR beta-arrestin-1 | GPR55 activation | HIV fusion peptide | NOD2 inhibition | SV40 large T antigen | KOR beta-arrestin-2 | NOD1 inhibition | GPR55 antagonists | MgcRacGAP inhibition
O=C(Cc1c(F)cccc1Cl)N1CCN(C(=O)c2ccco2)CC1 | -3.1% | -0.1% | 0.7% | -5% | -1% | 9% | -20% | 4% | 3%
COc1cc(/C=N/NC(=O)COc2c(C)cc([N+](=O)[O-])cc2C)ccc1OC(=O)c1ccccc1 | 5.6% | 0.2% | 2.1% | -5% | 5% | 0% | -34% | -4% | 10%
CCOc1ccc(C(O)c2nccn2C)cc1 (stereo not drawn) | -0.7% | -0.1% | 0.1% | 27% | 0% | 3% | 19% | -6% | 7%
Cc1ccc(-n2nc3c(c2NC(=O)c2cccs2)CSC3)cc1 | 2.9% | -0.3% | -0.5% | 16% | 14% | -5% | x | 26% | 2%
CCOCCCNC(=O)c1cc(-c2cccnc2)nc2ccc(S(=O)(=O)N3CCC(C)CC3)cc12 | 1.8% | 0.3% | 1.6% | 10% | 6% | -31% | -3% | 6% | 0%
O=C(NNc1cccc(Cl)n1)Nc1ccccc1F | -1.4% | -0.9% | -1.4% | -10% | 4% | -1% | -25% | 4% | 7%
COc1cccc(NC(=O)CSc2nc3ccccc3c(=O)n2Cc2cccs2)c1 | 0.6% | 0.1% | -0.8% | 12% | 9% | 30% | 15% | 6% | 5%
c1ccc(-c2nnc(CN3CCN(c4ccccc4)CC3)o2)cc1 | -5.3% | -0.3% | -1.5% | 12% | 5% | 4% | -14% | 2% | 10%
Cc1cc(C)c(C)c(OCCN2CCOCC2)c1 | 1.7% | -0.1% | 1.5% | -7% | 8% | 12% | -28% | -3% | -6%
CN1N=C(C(=O)Nc2ccc3c(c2)CCC3)CCC1=O | -8.3% | -0.4% | 0.7% | -8% | 23% | 4% | -37% | 10% | 2%
COc1cccc(NC(=S)NCc2ccccn2)c1 | -0.1% | -0.2% | -3.6% | -18% | -13% | x | 16% | 7% | 4%
CN(C)c1c2ccccc2nc2c(F)c(F)c(F)c(F)c12 | -4.6% | -0.5% | 1.3% | -15% | 3% | 17% | 37% | 19% | 4%
NC(=O)c1nsc(C(=O)N(CC(=O)NC2CCCC2)c2cccc(C(F)(F)F)c2)c1N | -2.5% | 0.8% | -1.4% | 6% | -1% | 4% | -3% | 0% | 5%
COc1cc(N2Cc3ccccc3C2)ccc1C=O | 2.0% | 0.5% | 4.5% | -12% | 17% | -29%[20 µM] | -32% | -1% | 9%
COc1ccc(OC)c2c(C)cc(N3CCCCCC3)nc12 | -3.2% | 0.4% | -1.3% | -19% | 13% | -27%[20 µM] | -27% | 10% | -4%
O=[N+]([O-])c1ccc(COc2ccc(-c3[nH]ncc3-c3ccccc3)c(O)c2)cc1 | 13% | 0.2% | -0.8% | -5% | 0% | 6% | -16% | -23% | 5%
COc1ccc(O)c(C(=O)C2c3ccccc3C(=O)N2c2ccc(C)cc2)c1 (stereo not drawn) | -0.6% | 0.6% | 2.4% | -30% | 64% | 7% | -11% | 5% | -57%
CCOc1ncccc1C(=O)N1CCCSC1=Nc1ccccc1OC | 0.7% | -0.1% | -0.5% | 2% | 1% | -2%[20 µM] | -20% | 5% | 3%
COc1ccc(CC(=O)Oc2ccc(C)cc2C)cc1 | -7.1% | -0.2% | 0.0% | 22% | 5% | 20%[20 µM] | -14% | -2% | 11%
O=C(Nc1ccc(Cl)cn1)c1cccnc1 | -1.3% | -0.5% | 3.0% | -7% | 9% | -27% | -13% | 1% | 3%
O=C(Nc1cccc(OC(F)(F)F)c1)c1ccc(Br)o1 | -6.5% | -1.0% | -3.2% | 21% | 3% | -47% | -10% | 2% | 3%
Fc1ccc(-c2csc(/C=C/c3ccc4c(c3)OCO4)n2)cc1 | -2.4% | -0.3% | -0.5% | -31% | 10% | -26% | -22% | -5% | 7%
CC(=O)Nc1ccc(NC(=O)C(C)n2nc(C)c([N+](=O)[O-])c2C)cc1 (stereo not drawn) | -2.3% | -0.2% | -1.5% | -22% | 4% | -16% | -35% | 1% | 7%
O=[N+]([O-])c1cc(C2Nc3cccc4cccc(c34)N2)ccc1Cl | 3.7% | -0.3% | 40% | -1% | 19% | 7% | -18% | 2% | 15%
Cc1cc(Br)ccc1NC(=O)c1sc2ncnc(N3CCN(c4ccccn4)CC3)c2c1C | -0.4% | -0.1% | -0.7% | -22% | 13% | -56% | -8% | -7% | 8%
COc1ccc(N2C(C)=CS/C2=C(/C#N)c2nnc(N3CCOCC3)n2-c2ccccc2)cc1 | 1.2% | -0.3% | -1.5% | 17% | 4% | -3% | 11% | 15% | 9%
CCCCOc1ccc(C(=O)NCC(=O)OCC(=O)N2CCN(S(=O)(=O)c3ccc(C)cc3C)CC2)cc1 | 9.5% | 0.3% | -1.5% | 10% | 12% | 1% | -14% | 17% | 5%
O=C(O)c1cnc2ccccc2n1 | 24% | 0.3% | -0.8% | -10% | 10% | 14% | -27% | 10% | 1%
CCOC(=O)C1=C(CS(=O)(=O)c2ccccc2)NC(=O)NC1c1ccccc1 (stereo not drawn) | -3.0% | -0.2% | 0.1% | 23% | 4% | 18% | -6% | 6% | 6%
Cc1cc(Br)ccc1NC(=O)C(C)c1ccc([N+](=O)[O-])cc1 (stereo not drawn) | 2.6% | -0.3% | -0.5% | -5% | 12% | 10% | -11% | 13% | 0%
Cc1noc(C)c1-c1nc(CSc2ccc(Cl)cc2)no1 | -0.6% | 0.2% | -0.5% | 8% | 11% | 17% | -15% | 7% | 9%
CCC[C@@H](NS(=O)(=O)c1ccc(C)cc1)C(=O)Oc1ccc2c3c(c(=O)oc2c1)CCC3 | -3.1% | -0.3% | -0.7% | -6% | 5% | -2% | 11% | -2% | 15%
COc1ccc(-n2c(C)cc(/C=N/Nc3nnc(C)n3N)c2C)cc1 | -2.0% | 0.0% | -1.1% | 17% | 17% | -15% | -16% | 0% | 14%
Cc1ccc(-n2nc3c(SCCN4CCOCC4)nnc(C)c3c2C)cc1 | 6.0% | 0.0% | -0.4% | 1% | 18% | 30% | -9% | -1% | 8%
COc1ccc(NC(=O)Nc2ccc(OC)cc2)cc1 | 0.3% | -0.1% | 4.4% | -22% | 11% | -7% | -50% | 1% | 4%
C=CCNC(=S)Nc1nc2c(cc1C(=O)OCC)CCCC2 | 5.4% | 0.1% | -0.9% | -18% | 8% | 13% | -18% | -13% | 1%
C/C=C\C=C/C(=O)Nc1cccc(C2=NOC3(C2)C[C@@H](C(N)=O)N(C(=O)c2ccc(Cl)cc2)C3)c1 (stereo partly drawn) | 0.2% | -0.2% | 6.6% | -19% | 4% | 41% | -2% | 0% | 4%
CC1=CC(=C(C#N)C#N)C=C(C)N1CCC(C)C | -4.7% | 0.4% | 0.0% | 8% | 0% | 3% | -27% | 31% | -5%
Cc1cc2c(cc1S(=O)(=O)NCc1ccc(N(C)C)cc1)OCC(=O)N2 | -4.2% | 0.0% | -2.0% | 19% | 19% | -30%[20 µM] | -14% | 2% | 6%
Cc1ccc(-n2c(SCC(=O)NCCN3C(=O)CSC3=O)nnc2-c2ccccc2)cc1C | 13% | -0.1% | 0.9% | -12% | 14% | 14% | -15% | 0% | 6%
O=C1CCN(Cc2ccccc2)CCN1CCOc1ccccc1 | -4.4% | 0.0% | -1.0% | -51% | 4% | -28%[20 µM] | -26% | -2% | 6%
O=C(COc1ccccc1)NNc1nc2ccccc2s1 | 0.7% | 0.3% | 2.3% | 1% | 23% | -10% | -12% | 6% | 14%
CN(c1ccccc1C(=O)Nc1ccccc1-c1ccccc1)S(C)(=O)=O | 4.7% | -0.1% | 2.6% | 8% | 17% | -52%[20 µM] | 2% | 8% | 4%
COC(=O)NCc1cc2cc(Cl)ccc2[nH]1 | 9.2% | -0.2% | 9.2% | -5% | 5% | -57% | 10% | 4% | 1%
COCC(C)n1c(C)cc(C(=O)COC(=O)c2c(NC(C)=O)sc(C)c2C)c1C (stereo not drawn) | -0.9% | -0.2% | -1.5% | 34% | x | -39% | 3% | -11% | 8%
CC(C)CN1CCC(=O)N([C@H](CSc2ccc(Br)cc2)c2ccccc2)CC1 | 0.0% | -0.1% | 1.1% | -56% | 21% | 18% | -12% | 0% | 11%
COc1ccc(-c2nn(C)c(=O)[nH]2)cc1 | -6.3% | 0.9% | 1.0% | 7% | 9% | 7% | -7% | 6% | 6%
COc1cccc(C(=O)NC(C)C(c2cccs2)N2CCN(C)CC2)c1 (stereo not drawn) | -1.4% | 0.7% | 1.2% | 20% | -1% | -18% | -4% | 16% | 6%
CCOC(=O)N/N=C/c1ccc(OC)c(O)c1 | 8.3% | 1.0% | 1.5% | -10% | 17% | -57% | -9% | -5% | 19%
Cc1ccccc1OC(C)c1nc(-c2ccccc2)no1 (stereo not drawn) | 0.4% | -0.2% | 0.2% | 6% | 10% | 18% | x | 14% | 12%
O=C(CN(c1ccc(Cl)cc1)S(=O)(=O)c1ccc(Cl)c([N+](=O)[O-])c1)NCCc1ccccc1 | 12% | -0.1% | -0.3% | -21% | 8% | -210%[20 µM] | 37% | 5% | -4%
FC(F)(F)Sc1ccc(NC(=S)NCc2ccccc2)cc1 | 16% | -0.2% | 1.6% | -9% | 6% | 4% | -10% | 2% | 18%
CC(=O)Nc1cccc(C(=O)N/N=C/c2c[nH]c3ccccc23)c1 | -1.9% | 0.4% | -2.1% | 14% | 13% | 13% | 4% | 1% | x
On1nnc2ccc(C(F)(F)F)cc21 | -3.1% | 0.1% | 1.9% | -9% | 7% | -2% | -24% | 5% | 0%
CCn1cc(C(=O)Nc2cc(C)ccc2C)c(=O)c2ccc(C)nc21 | x | -0.1% | 0.7% | 15% | 4% | 5%[20 µM] | -20% | 5% | x
O=C(CN1C(=O)C2CC=CCC2C1=O)NCC1COc2ccccc2O1 (stereo not drawn) | 4.4% | -0.2% | -1.2% | 6% | -7% | -42% | 1% | -15% | 8%
Cc1occc1-c1nnc(SCC(=O)NC(C)(C)C)n1CC(C)C | x | 0.2% | -0.3% | 7% | 15% | -15%[20 µM] | -32% | 6% | 2%
c1ccc(Nc2ccnc(Nc3ccccc3)n2)cc1 | 5.1% | 0.2% | -0.2% | -122% | 9% | 0% | 9% | -9% | 7%
CC1(O)N(Cc2ccccc2)C(=O)OC12CCCCC2 (stereo not drawn) | -2.1% | -0.3% | -0.3% | 4% | 7% | -29% | -6% | 7% | 1%
O=C(NCCN1CCOCC1)C1CCN(Cc2ccccc2O)CC1 | 0.9% | -0.1% | 2.0% | 0% | 2% | -20% | -11% | 21% | 13%
Cc1cccc(NC(=O)[C@H](Cc2ccccc2)NC(=O)[C@@H]2Cc3ccccc3CN2)c1 | 5.5% | -0.1% | 2.7% | 3% | 8% | 12% | -19% | 9% | 8%

Single entries from the entries so far:
c1ccc(Nc2ccnc(Nc3ccccc3)n2)cc1 in NOD2 inhibition is entered as -122%
Cc1cc(Br)ccc1NC(=O)C(C)c1ccc([N+](=O)[O-])cc1 (stereo not drawn) in MgcRacGAP inhibition is entered as 0%

Assay outcomes: PubChem, several laboratories

The list is partial; rates above refer to the full screens.
